Bioassay records from PubChem.
SRC2 inh = inhibition of GAL4-SRC2 driven luciferase reporter, primary screen, SRC2 inhibitor project, cell-based, luminescence; Nuclear receptor coactivator 2 (Homo sapiens), Q15596; HEK293 GAL4-SRC2 luciferase reporter; inhibition, % at 9 µM; 0.17% of 370,000 active;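 active = inhibition above the mean inhibition of all tested compounds plus 3 SD, set per campaign, cut at about 52% in these data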;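 note: 0% = DMSO treated cells and 100% = cells given Gossypol at 36 µM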
Numbers without * were called inactive. Not all compounds are listed (hit frequency here may not be typical).

canonical_smiles,SRC2 inh
O=C(Cc1ccccc1F)N1CCC(n2nnc3ncccc32)CC1,24.5
Nc1ncnc2c1ncn2[C@@H]1O[C@H](C(=O)N[C@@H](CCc2ccccc2)C(=O)O)[C@@H](O)[C@H]1O,13.9
CC(C)C[C@H]1COc2ccc(Cl)cc2S(=O)(=O)N1,9.0
COC(=O)C[C@@H]1CC[C@@H]2[C@H](COc3ccc(NC(=O)c4cccc(F)c4)cc3C(=O)N2C)O1,-19.9
O=C(NCCCc1ccccc1)OC1CC2CC1[C@H]1CCCCN1[C@H]2Cc1ccccc1 (some centres undefined),-1.4
CCCCCCCc1c(C#N)c(N)[nH]c(=S)c1C#N,-32.5
CC(Sc1nnc(-c2cccnc2)n1-c1ccccc1F)C(=O)N1CCCc2ccccc21 (centres undefined),-30.3
CN(CCO)c1cccc2c1S(=O)(=O)N(Cc1cn(Cc3ccccc3C(F)(F)F)nn1)Cc1ccccc1O2,8.1
CC(COc1ccc(C(F)(F)F)cc1)CN1CCC(C(O)(c2ccccc2)c2ccccc2)CC1 (centres undefined),17.5
O=C(Cn1c(-c2cncs2)nc2ccccc21)NCc1cccs1,7.9
c1cc2c(cc1-c1csc(NNC3=NCCCCC3)n1)OCCO2,-40.6
COCCCNC(=O)C[C@H]1C[C@@]2(C(=O)OC)C(=C[C@H](COCc3ccccc3)O[C@@H]2C)N(Cc2ccccc2)C1=O,6.1
CCOc1ccc(-n2c(COc3ccccc3)nnc2SCC(=O)Nc2ccc(OCc3ccccc3)cc2)cc1,-10.8
Cc1ccc(-n2c(COc3ccccc3)nnc2SCC(=O)Nc2ccc3c(c2)OCCO3)cc1,-3.8
COC(=O)C1CN(Cc2ccc(OC)cc2)CCS(=O)(=O)N1Cc1ccc(OC)cc1 (centres undefined),-4.1
CCC(=O)N[C@@H]1C[C@@H]2O[C@@H](CO)CC[C@@H]2O[C@@H]1CCc1ccc(-c2cccc(OC)c2)cc1,9.4
Cc1cc(C)c(CN2CCN(C(=O)Cn3cc(C)c(=O)[nH]c3=O)CC2)c(C)c1,18.7
COC(=O)C1CN(Cc2cn(CCOC(C)=O)nn2)CCS(=O)(=O)N1Cc1ccc(Cl)cc1 (centres undefined),-26.2
Cc1ccc(C)c(NC(=O)CN2C(=O)CCSc3ccccc32)c1,0.4
CC(CCN1CCC(C(O)(c2ccccc2)c2ccccc2)CC1)Oc1ccc(C(F)(F)F)cc1 (centres undefined),-7.9
CC(C)C[C@H]1COc2cccc(F)c2S(=O)(=O)N1Cc1cn(CCC2OCCCO2)nn1,2.0
CC(COc1cccc(Cl)c1)CN1CCC(C(O)(c2ccccc2)c2ccccc2)CC1 (centres undefined),9.3
C[C@@H]1COc2cc(Br)ccc2S(=O)(=O)N1Cc1cn(Cc2ccc(Cl)cc2)nn1,-25.3
COc1ccc(-c2oc3ccc(-c4cc(OC)c(OC)c(OC)c4)cc3c2-c2ccc(OC)cc2)cc1,0.6
CC(=O)N1CCc2c1cccc2S(=O)(=O)NC(CC(C)C)C(=O)Nc1ccc(Cl)c(Cl)c1 (centres undefined),-22.9
Cc1nn(C)cc1CNC(=O)C1C2CCC(C2)C1C(=O)O (centres undefined),-9.3
CCCCN(C)c1nc(C)nc2c1nnn2Cc1ccccc1,6.7
COC(=O)C1=C(C)N(C)C(=NCc2ccc(OC)cc2)NC1c1cccc(C(F)(F)F)c1 (centres undefined),-14.6
CC(C)(C)c1ccc(C#C[C@@H]2C=C[C@@H](O)[C@@H](COC(=O)NCc3ccccc3)O2)cc1,18.8
CC(C)(C)OC(=O)NCc1ccccc1/C=C/S(=O)(=O)NCc1ccc(F)cc1,0.5
O=C(Cc1c[nH]c2ccccc12)Nc1ccc(Nc2cccnc2)c(-c2ccc(Cl)c(Cl)c2)c1,-5.4
O=C(C(=O)N1CCN(S(=O)(=O)c2ccc(F)cc2)CC1)c1cccc(C(F)(F)F)c1,-4.9
O=S1(=O)c2c(cccc2N2CC[C@@H](O)C2)O[C@@H]2CCN1C2,-2.9
CN(C(=O)c1ccc(Cl)cc1)c1ccc(OCC(=O)Nc2cc(C(=O)O)ccc2Cl)cc1,3.3
Cc1cn2c(=O)c3ncn(C4OC(CO)C(O)C4O)c3n(C)c2n1 (centres undefined),-20.0
CC(=O)Nc1ccccc1C(=O)C(=O)Nc1cccc(C(=O)NCc2ccc(C)cc2)c1,-7.4
COC(=O)C1=C(C)N(Cc2cccc(C(F)(F)F)c2)C(=NCc2ccc3c(c2)OCO3)NC1c1cccc(F)c1 (centres undefined),-12.8
O=C(OCCN1CCOCC1)C1(c2ccccc2)CCCCC1,-0.2
Nc1[nH]c(C(=O)c2ccccc2)c(-c2cccc(C(F)(F)F)c2)c1C(=O)c1c[nH]c2ccccc12,8.1
COC(=O)C1=C(C)N(Cc2ccccc2C(F)(F)F)C(=NCc2ccccc2)NC1c1ccc(C(F)(F)F)cc1 (centres undefined),-4.8
COc1ccc(Cc2c(C3CCCCC3)nc3ccc(C)cn23)c(C)c1,4.7
CC(=O)Oc1ccc(Cl)cc1/C=C/c1cc(OC(C)=O)c2ccccc2n1,-12.4
C[C@@H]1[C@@H](O)C[C@@]2(C[C@H](O)c3cc(Cl)ccc3O2)O[C@H]1c1ccccc1Cl,-17.9
COC(=O)[C@@H](N[C@H](/C=C/c1ccccc1)[C@@H](O)Cc1ccccc1)c1ccccc1,-7.9
O=c1cc(CN2CCCC2)c2ccccc2o1,8.1

Carrying on.
SMILES,SRC2 inh
Nc1nc2cc3c(cc2cc1C(=O)NCc1cccnc1)OCO3,-33.4
O=C(CSc1nnc(-c2cccnc2)n1Cc1ccco1)Nc1cc(Cl)ccc1F,5.4
O=C(CSc1nc2ccccc2nc1N1CCCC1)N1CCN(C(c2ccccc2)c2ccccc2)CC1,9.6
O=C(Nc1ccc2c(c1)OCO2)NC1CCCCN(Cc2cccc(Cl)c2)C1=O (centres undefined),4.1
CCOC(=O)CC[C@@H]1CC[C@]2(CCCN(C(=O)C3CCCC3)C2)O1,10.0
CN1C(=O)c2cc(NC(=O)Cc3cccs3)ccc2OC[C@H]2O[C@@H](CC(=O)NCCCN3CCOCC3)CC[C@@H]21,-27.4
CN(C)/C=C1/C(=O)N(c2ccc([N+](=O)[O-])cc2)N=C1c1ccccc1,-47.5
Cc1ccc(C)c(NC(=O)Cn2c(=O)n(-c3ccc(CC(=O)NCC4CCCO4)cc3)c(=O)c3ccccc32)c1 (centres undefined),5.3
COc1ccc(N2CCN(CCNS(=O)(=O)c3ccc(F)cc3)CC2)cc1,-5.9
CC(C)=CC(=O)NCC1CCN(C(=O)C(=O)c2cc3ccccc3o2)CC1,16.4
COC(=O)C1CN(CC(C)C)CCS(=O)(=O)N1Cc1cccc(Cl)c1 (centres undefined),-25.6
CN1C(=O)CN2CCc3ccccc3C2c2cc(Cl)ccc21 (centres undefined),9.2
CC(C)C[C@H]1COc2cc(N3CCCC3)ccc2S(=O)(=O)N1,2.1
CC(C)[C@H](N)C(=O)N[C@@H](Cc1ccccc1)C(=O)N1CCC2CCN(S(=O)(=O)c3ccccc3)CC21 (some centres undefined),8.8
O=C(C(=O)N1CCN(C(=O)c2cccs2)CC1)c1cccc(C(F)(F)F)c1,-15.2
C[C@H](O)[C@@H]1C(=O)N2CCc3c([nH]c4c(-c5ccc6c(c5)OCO6)cccc34)[C@@H]2C[C@@H]1N(C)C(=O)c1ccccc1F,3.5
O=S1(=O)c2c(cccc2N2CC[C@H](O)C2)OCCCN1C1CC1,-0.1
CCOCCCn1c(=N)c(C(=O)NCc2ccc3c(c2)OCO3)cc2c(=O)n3ccccc3nc21,-8.0
COC(=O)C1=C(C)N(Cc2ccc(Cl)cc2)C(=S)NC1c1ccc(Br)cc1 (centres undefined),-8.4
O=S1(=O)N[C@@H](Cc2ccccc2)COc2cc(N3CCOCC3)ccc21,11.9
CCN1Cc2nnn(Cc3ccccc3)c2-c2cc(F)ccc2S1(=O)=O,10.0
CCC(CO)Nc1cccc2c1S(=O)(=O)N(Cc1cn(Cc3ccc(F)cc3)nn1)Cc1ccccc1O2 (centres undefined),8.9
Nc1nc2c(ncn2[C@@H]2O[C@H](C(=O)N[C@@H](Cc3ccccc3)C(=O)NCC3CCCCC3)[C@@H](O)[C@H]2O)c(=O)[nH]1,-8.7
O=C(OC12CCCN(C1)/C(=C/c1cccnc1)C2)C1CCCC1 (centres undefined),18.2
COC(=O)[C@]12C[C@H](CC(=O)NCC3CCCCC3)C(=O)N(CCC3=CCCCC3)C1=C[C@H](C1CCCC1)O[C@@H]2C,8.7
COc1ccc2c(c1)CNC2CS(=O)(=O)NC1CCCC1 (centres undefined),1.0
Cc1cc(OC[C@@H](O)CN2CCC(C(O)(c3ccccc3)c3ccccc3)CC2)ccc1Br,1.6
COc1ccc(C2CC(=O)C(c3cc(OC)c(OC)c(OC)c3)=CN2Cc2ccccc2)cc1 (centres undefined),2.7
CCOC(=O)Cn1cc(CN2CCS(=O)(=O)N(Cc3ccc(Cl)cc3)C(C(=O)OC)C2)nn1 (centres undefined),5.7
C[C@H](O)[C@@H]1CN2CCc3c([nH]c4c(-c5ccccc5)cccc34)[C@@H]2C[C@@H]1N(C)C(=O)NC1CCCCC1,-15.7
O=C(C(=O)N1CCC(CNS(=O)(=O)c2cccc(C(F)(F)F)c2)CC1)c1cc2ccccc2o1,28.1
COC(=O)c1cn(-c2ccc3c(c2)[C@@]2(CC(=O)N(C)C2c2ccccc2)C(=O)N3CC(C)C)nn1 (some centres undefined),-11.9
CCOC(=O)c1cccc(NC(=O)CN(C)S(=O)(=O)c2ccc(-c3cocn3)s2)c1,-15.3
COC(=O)[C@]12C[C@H](CC(=O)NCCCCc3ccccc3)C(=O)N(CCC3=CCCCC3)C1=C[C@H](C(C)(C)C)O[C@@H]2C,-0.5
COc1ccccc1CCn1cnc(-c2cccc(Br)c2)c1C(C)C,18.1
S=c1[nH]nc(-c2n[nH]c3c2CCC3)n1N=Cc1ccc(OCc2ccccc2)cc1,-28.9
COC(=O)C1CN(Cc2ccc(C)cc2)CCS(=O)(=O)N1Cc1cn(Cc2ccc(OC)cc2)nn1 (centres undefined),11.7
COc1cc2c(c(OC)c1OC)CC(c1ccccc1)=C(c1ccccc1)CC2NC(=O)C(F)(F)F (centres undefined),14.1
CCN(C(=O)[C@@H]1CC(=O)O[C@@H]1c1ccccc1)c1ccccc1,-27.0
CC[C@H](CCCc1ccc(OC)cc1)CCC(=O)N1CCOCC1,7.5

Exported with the structure last: part of the list above
| SRC2 inh | SMILES |
| --- | --- |
| -8.7 | Nc1nc2c(ncn2[C@@H]2O[C@H](C(=O)N[C@@H](Cc3ccccc3)C(=O)NCC3CCCCC3)[C@@H](O)[C@H]2O)c(=O)[nH]1 |
| 18.2 | O=C(OC12CCCN(C1)/C(=C/c1cccnc1)C2)C1CCCC1 (centres undefined) |
| 8.7 | COC(=O)[C@]12C[C@H](CC(=O)NCC3CCCCC3)C(=O)N(CCC3=CCCCC3)C1=C[C@H](C1CCCC1)O[C@@H]2C |
| 1.0 | COc1ccc2c(c1)CNC2CS(=O)(=O)NC1CCCC1 (centres undefined) |
| 1.6 | Cc1cc(OC[C@@H](O)CN2CCC(C(O)(c3ccccc3)c3ccccc3)CC2)ccc1Br |
| 2.7 | COc1ccc(C2CC(=O)C(c3cc(OC)c(OC)c(OC)c3)=CN2Cc2ccccc2)cc1 (centres undefined) |
| 5.7 | CCOC(=O)Cn1cc(CN2CCS(=O)(=O)N(Cc3ccc(Cl)cc3)C(C(=O)OC)C2)nn1 (centres undefined) |
| -15.7 | C[C@H](O)[C@@H]1CN2CCc3c([nH]c4c(-c5ccccc5)cccc34)[C@@H]2C[C@@H]1N(C)C(=O)NC1CCCCC1 |
| 28.1 | O=C(C(=O)N1CCC(CNS(=O)(=O)c2cccc(C(F)(F)F)c2)CC1)c1cc2ccccc2o1 |
| -11.9 | COC(=O)c1cn(-c2ccc3c(c2)[C@@]2(CC(=O)N(C)C2c2ccccc2)C(=O)N3CC(C)C)nn1 (some centres undefined) |
| -15.3 | CCOC(=O)c1cccc(NC(=O)CN(C)S(=O)(=O)c2ccc(-c3cocn3)s2)c1 |
| -0.5 | COC(=O)[C@]12C[C@H](CC(=O)NCCCCc3ccccc3)C(=O)N(CCC3=CCCCC3)C1=C[C@H](C(C)(C)C)O[C@@H]2C |
| 18.1 | COc1ccccc1CCn1cnc(-c2cccc(Br)c2)c1C(C)C |
| -28.9 | S=c1[nH]nc(-c2n[nH]c3c2CCC3)n1N=Cc1ccc(OCc2ccccc2)cc1 |

New compounds follow:
SMILES,SRC2 inh
CC(C)=CCC[C@@]1(C(=O)O)[C@H]2CC=C(CO)[C@@H]1CC/C(C)=C/CC/C(C)=C/C2,36.1
CC(=O)Nc1ccc(NC(=O)CSc2nnc(-c3n[nH]c4c3CCC4)n2N)cc1,-9.6
Fc1ccc2nc(-c3ccc(CN4CCC(c5nc6ccccc6[nH]5)CC4)cc3)c(-c3ccccc3)nc2c1,0.3
C[C@H](CO)N1C[C@H](C)[C@H](CN(C)C(=O)Nc2ccc3c(c2)OCO3)OCc2cnnn2CCCC1=O,-9.3
C[C@@H]1CCN(C2CC2)S(=O)(=O)c2c(cccc2N2CC[C@H](N(C)C)C2)O1,4.9
Cc1c(C(=O)O)sc(S(=O)(=O)N2CCNCC2)c1C(=O)O,-2.8
C[C@@H](Oc1ccccc1)c1nnn(Cc2ccccc2)c1-c1c([C@@H](C)Oc2ccccc2)nnn1Cc1ccccc1,-18.1
Cc1cccc(NC(=O)C[C@H]2CC[C@H]3[C@@H](COc4ccc(NC(=O)Nc5ccccc5)cc4C(=O)N3C)O2)c1,-18.4
C#CCNC(=O)C[C@H]1C[C@@]2(C(=O)OC)C(=C[C@H](COCc3ccccc3)O[C@@H]2C)N(Cc2cccc3ccccc23)C1=O,12.3
CC(C)CNc1cccc2c1S(=O)(=O)N[C@H](CC(C)C)CO2,-33.5
N#Cc1nccnc1S(=O)(=O)c1cccs1,2.8
O=C1CCCCC1CCS(=O)(=O)NCc1ccccc1 (centres undefined),0.7
CC(C)c1cc(C(=O)N(C2CCCCC2)C2CCCCC2)no1,-5.0
O=C(C(=O)N1CCN(C(=O)Cc2ccccc2)CC1)c1cccc(C(F)(F)F)c1,-2.0
O=C(C(=O)N1CCC(CNS(=O)(=O)c2cc(C(F)(F)F)cc(C(F)(F)F)c2)CC1)c1cc2ccccc2o1,-4.0
COCCCN1C(=O)[C@H](CC(=O)NCCCN2CCCC2=O)[C@]2(C(=O)OC)CCCCC=C12,6.2
